# Screens: PubChem BioAssay, Emory University Molecular Libraries Screening Center
# EP2 mod: EP2 receptor modulators, cAMP readout, primary screen, cell-based, HTRF cAMP, PGE2 stimulation; actives 0.83% (n = 260,000); EP2-expressing cells, cAMP HTRF FRET, PGE2 co-stimulation; induction, % at 25 µM;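 active = compounds whose cAMP rise, as percent of the full-agonist control response, exceeds 60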;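 note: rat C6 glioma line stably carrying human EP2 under a CMV promoter; the protocol text gives 20 µM as final concentration; 100% = response of wells given 1 µM PGE2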
# Target sequence (P43116 whole entry, looked up): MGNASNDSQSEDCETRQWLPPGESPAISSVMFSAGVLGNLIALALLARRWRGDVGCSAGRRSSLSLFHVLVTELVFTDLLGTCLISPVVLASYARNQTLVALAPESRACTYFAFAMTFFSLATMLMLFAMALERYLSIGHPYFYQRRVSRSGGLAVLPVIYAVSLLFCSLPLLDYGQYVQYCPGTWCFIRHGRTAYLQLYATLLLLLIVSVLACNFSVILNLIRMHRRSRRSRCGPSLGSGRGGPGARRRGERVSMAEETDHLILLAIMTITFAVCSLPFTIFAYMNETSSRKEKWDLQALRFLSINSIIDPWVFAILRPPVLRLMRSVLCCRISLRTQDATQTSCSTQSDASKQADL
# EP2 antag: human EP2 receptor antagonists, primary screen, TR-FRET cAMP, C6 glioma cells | inhibition, % at 25 µM | AID 1422, 2008 | Prostaglandin E2 receptor EP2 subtype (Homo sapiens), P43116 | actives 0.52% (n = 260,000) | C6 glioma cells expressing human EP2; cells stimulated with saturating PGE2;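 active = percent inhibition above 40 after rounding to a whole number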;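 note: rat C6 glioma host cells with rolipram phosphodiesterase inhibitor present; the protocol text gives 20 µM as final concentration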
# Active calls of the source: *. The list is partial. The share of hits here may be higher or lower than overall.
item	Molecule	EP2 mod	EP2 antag
1	COc1ccc2cc(CN(CC3CCCO3)C(c3nnnn3C3CCCC3)C(C)C)c(=O)[nH]c2c1 (stereo unspecified)	39.9	3.7
2	O=C(CSc1nnc(Cc2ccccc2)o1)Nc1ccc(Cl)cn1	7.5	5.5
3	CCc1ccccc1NC(=S)N(Cc1ccco1)Cc1cc2c(C)ccc(C)c2[nH]c1=O	18.0	7.5
4	CCCC(c1nnnn1C(C)(C)CC)N(Cc1cccs1)Cc1cc2cc(C)cc(C)c2[nH]c1=O (stereo unspecified)	9.2	8.5
5	CCn1cc(C(=O)N[C@@H](C)Cn2nnc3ccccc32)c(=O)c2ccc(C)nc21	-22.3	9.1
6	O=C(Nc1ccccn1)c1cccc(S(=O)(=O)Nc2ccccn2)c1	11.4	7.6
7	Cc1cccc(C2(O)CCN(C(=O)c3cnc(N4CCOCC4)nc3)CC2)c1	-13.5	3.9
8	O=C(Nc1cccc(Cl)c1)C1=CC(=O)N2CCCN=C2S1	-35.1	9.6
9	Cc1ccc(-c2cc(C(=O)N3C(C)CCCC3C)no2)cc1 (stereo unspecified)	-13.9	7.8
10	O=C1CC(c2ccc(O)cc2)Oc2ccccc21 (stereo unspecified)	-18.7	9.3
11	O=C(CN1C(=O)c2ccccc2S1(=O)=O)Nc1cccc2ccccc12	-14.5	11.4
12	Cc1ccc(C)c2[nH]c(=O)c(CN(CCN(C)C)C(=S)Nc3ccc(F)cc3)cc12	-61.4	15.8
13	Cc1cccc2cc3cc(C(=O)O)sc3nc12	-74.2	33.4
14	COc1ccc2cc(Cc3ccccc3)c(SCC(=O)NCc3ccco3)nc2c1	51.6	13.1
15	O=C1NC2=C(C(=O)N(CC3CCCO3)C2)C(c2cccc(F)c2)N1 (stereo unspecified)	-7.4	7.5
16	C#CCOc1ccc(-c2nc3ccccc3s2)cc1	-62.6	6.6
17	CCc1ccc2[nH]c(=O)c(CN(Cc3ccco3)Cc3nnnn3Cc3ccc(OC)cc3)cc2c1	-45.4	7.0
18	CCOC(=O)C1CCN(C(c2nnnn2CCc2ccccc2)C(C)C)CC1 (stereo unspecified)	5.6	6.9
19	Cc1c(NC(=O)c2ccc3c(c2)OCCO3)cccc1-c1nc2ccccc2s1	16.4	7.2
20	Clc1ccc(Cl)c(SCCCN2CCNCC2)c1	23.1	11.9
21	COc1ccc(OC)c(CNCc2cc3c(C)nn(-c4ccccc4)c3[nH]c2=O)c1	-9.1	13.9
22	O=C1NC(=O)C(Cc2ccccc2)S1 (stereo unspecified)	-5.9	6.0
23	COc1cc(OC)c(OC)cc1CN1CCN(CC2CC=CCC2)CC1 (stereo unspecified)	-10.9	9.7
24	CC1=NCC(=O)Nc2cc3c(cc21)OCCO3	3.9	11.4
25	O=C(NCCCO)/C(=C/c1ccc2c(c1)OCO2)NC(=O)c1ccccc1Br	-6.5	7.6
26	CC1CCN(C(=O)CSc2nnc3n(CC(=O)N4C(C)CCCC4C)c4ccccc4n23)CC1 (stereo unspecified)	-8.3	6.3
27	CCOCCn1c(N2CCC(Cc3ccccc3)CC2)nc2c1c(=O)[nH]c(=O)n2C	36.5	6.9
28	Cn1ccnc1C(NC(=O)c1nccc2ccccc12)c1ccc(F)c(F)c1 (stereo unspecified)	-40.9	4.2
29	CC(C)c1ccc(OCC(=O)Nc2ccc3oc(=O)ccc3c2)cc1	-48.8	9.6
30	Cc1ccc(OCC(=O)Nc2ccc(S(=O)(=O)Nc3cc(C)on3)cc2)c(C)c1	6.2	3.6
31	CCn1cncc1CN(Cc1ccc(OC)c(OC)c1)CC1CCCO1 (stereo unspecified)	-29.2	5.8
32	CC1(C)Oc2ccc(C(=O)N3CCCC3)cc2N(CC(=O)N2CCCCC2)C1=O	3.3	8.5
33	CC1CCCN(C(=O)C2CCN(Cc3cccc4ccccc34)CC2)C1 (stereo unspecified)	-35.1	12.2
34	CCOC(=O)c1c(NC(=O)CSc2nnc(-c3ccc(F)cc3)o2)sc(C)c1C	52.6	8.6
35	c1ccc2c(CC3NCCN3)cccc2c1	-15.1	11.4
36	Cc1ccc(NC(=O)COC(=O)c2ccccn2)cc1Cl	-57.0	6.2
37	CC(c1ccccc1F)n1cc(C(=O)NCCN2CCCC2)nn1 (stereo unspecified)	-29.0	1.4
38	O=C(Cn1nc2c3ccccc3nc(C3CC3)n2c1=O)Nc1ccccc1-c1ccccc1	1.0	10.8
39	CCC(CN1CCCC1)NC(=O)C1(c2ccc(F)cc2)CC1 (stereo unspecified)	-37.3	5.9
40	CCOc1ccc(-n2nnnc2SCC(=O)Nc2cccc(C)c2)cc1	-84.8	9.0
41	Nn1cnnc1SCC(=O)O	-9.6	10.4
42	CCc1c(C)nc2cc(-c3ccc(OC)c(OC)c3)nn2c1NCCCO	-55.8	10.5
43	CC1CCc2c(sc(NC(=S)NC(=O)c3ccn(C)n3)c2C(N)=O)C1 (stereo unspecified)	-37.7	7.4
44	CSc1ccc(NC(=O)N2CCC(C(=O)c3ccc(F)cc3)CC2)cc1	-65.0	19.7
45	CN(C)CCCN(Cc1cnn(-c2ccccc2)c1)Cc1ccco1	-10.1	4.0
46	Cc1cc(C)n(CC(=O)NCCc2nc(-c3ccncc3)n[nH]2)n1	-9.6	6.0
47	COc1ccccc1-c1nnc(SCC(=O)Nc2cccc3ccccc23)n1Cc1ccco1	-19.4	6.3
48	Cc1ccc(CN(CCCN2CCOCC2)Cc2sccc2C)cc1	-16.6	5.2
49	Cc1cccc(NC(=O)CSc2nc3c(cc2C#N)CCCC3)c1	-3.0	9.5
50	CCCn1c(C)nc2ccccc21	-0.8	8.7
51	COc1cccc(NC(=O)CSc2nnc3c(C)cc4ccc(C)c(C)c4n23)c1	-16.2	8.8
52	COc1ccc(CN(Cc2cc3cc(C)c(C)cc3[nH]c2=O)Cc2nnnn2Cc2ccco2)cc1	-14.2	19.8
53	NCC[C@@H](O)C(=O)N[C@@H]1C[C@H](N)[C@@H](O[C@H]2O[C@H](CN)[C@@H](O)[C@H](O)[C@H]2O)[C@H](O)[C@H]1O[C@H]1O[C@H](CO)[C@@H](O)[C@H](N)C1O (stereo partly specified)	-3.1	6.5
54	COc1nc(C)c(CC(=O)NC2(c3cccc(F)c3)CCCC2)c(OC)n1	-36.9	13.3
55	O=C(NCc1nc(-c2cccnc2)n[nH]1)c1cccs1	-48.8	6.4
56	CC(CSc1ncccn1)Cn1c(N2CCCCC2)nc2c1c(=O)[nH]c(=O)n2C (stereo unspecified)	27.0	7.2
57	COCCN1C(=O)C(=O)/C(=C(\O)c2cccc(OC)c2)C1c1ccc(OC)c(OC)c1 (stereo unspecified)	-4.4	12.9
58	Cc1cccc(Cl)c1NC[C@H](O)CN1CCN(C)CC1	13.4	47.0*
59	Cc1ccc(CN(CCCn2ccnc2)Cc2cc3c(cc2Cl)OCO3)o1	13.2	9.0
60	CC(=O)Nc1ccc(CN(Cc2cccnc2)C2CC(C)(C)NC(C)(C)C2)cc1	-23.2	5.2

# Arranged by heavy-atom count (low to high): part of the list above.
item	Molecule	EP2 mod	EP2 antag
56	CC(CSc1ncccn1)Cn1c(N2CCCCC2)nc2c1c(=O)[nH]c(=O)n2C (stereo unspecified)	27.0	7.2
57	COCCN1C(=O)C(=O)/C(=C(\O)c2cccc(OC)c2)C1c1ccc(OC)c(OC)c1 (stereo unspecified)	-4.4	12.9
52	COc1ccc(CN(Cc2cc3cc(C)c(C)cc3[nH]c2=O)Cc2nnnn2Cc2ccco2)cc1	-14.2	19.8

# The list goes on:
item	Molecule	EP2 mod	EP2 antag
61	Cc1ccc(-c2cc(N)c(=O)n(CC(=O)N3C(C)CCCC3C)n2)s1 (stereo unspecified)	-107.5	17.3
62	Clc1cc2c(c(CSC3=NCN(CC4CC4)CN3)c1)OCOC2	2.3	37.4
63	Cc1ccc(C(=O)Nc2ccc(N3CCN(C(=O)c4cccs4)CC3)cc2)c(C)c1	23.0	10.6
64	Cc1cc2c(cc1NC(=O)Cc1c(C)oc3c1C(=O)CC(C)(C)C3)OCCO2	-69.9	8.5
65	C[C@H](Cn1nnc2ccccc21)NC(=O)C1(c2ccccc2)CC1	5.8	11.0
66	Cc1ccc(C(=O)c2cc(C)sc2NC(=O)CN2CCOCC2)cc1	49.9	15.7
67	COc1ccc(Cl)cc1NC(=O)CSc1nnc(-c2ccccc2Br)n1C	-31.3	8.2
68	COc1ccc(CCN(Cc2cccs2)C(=O)c2cc3sccc3n2C)cc1OC	9.6	11.3
69	O=C(Nc1ccccc1Cl)c1cccnc1	-40.4	8.9
70	CC(NC(=O)c1cc(-c2ccccn2)n[nH]1)c1ccc2c(c1)CCC2 (stereo unspecified)	-80.6	3.9
71	COc1ccc(Cl)cc1NC(=O)C1CCCN(c2c(Cc3ccccc3)c(C)nc3ncnn23)C1 (stereo unspecified)	-50.0	10.9
72	CCC(C)NC(=S)N(Cc1cc2ccc(C)c(C)c2[nH]c1=O)CC1CCCN1CC (stereo unspecified)	1.3	11.1
73	O=C(Nc1ccc(O)cc1)c1cc(S(=O)(=O)N2CCCCC2)ccc1Cl	-85.8	5.7
74	O=C1NC2(CCN(C(=O)C3=Cc4ccccc4OC3)CC2)Oc2ccccc21	-53.1	7.4
75	C[N+](C)(C)CCCNC(=O)c1c(O)c2ccccc2[nH]c1=O	-16.3	15.2
76	CC(C)[N+]1(C)C2CC[C@@H]1CC(OC(=O)C(CO)c1ccccc1)C2 (stereo partly specified)	16.6	11.7
77	COC(=O)C[C@H]1C(C)(C)C(=O)[C@@H]2CC3=C4CC(=O)O[C@@H](c5ccoc5)[C@]4(C)CCC3C1(C)C2=O (stereo partly specified)	31.4	13.0
78	COc1cc2cc(CN(Cc3nnnn3Cc3ccccc3)C3CCCC3)c(=O)[nH]c2cc1OC	-35.4	24.8
79	COCCn1nnnc1C(c1ccncc1)N1CCN(c2cc(C)ccc2C)CC1 (stereo unspecified)	3.7	7.8
80	COC(=O)CSc1nnc(-c2ccc(N(C)C)cc2)n1C	-33.7	6.7
81	C[C@H]1[C@H](NC(=O)/C(=N/OC(C)(C)C(=O)O)c2csc(N)n2)C(=O)N1S(=O)(=O)O (stereo in doubt)	32.1	10.3
82	COc1ccc(N2CC(C(=O)OCC(=O)Nc3cc(C)ccc3C)CC2=O)cc1 (stereo unspecified)	-8.6	6.0
83	COc1cccc(-c2nc3ccccn3c2NCC2CCCO2)c1OC (stereo unspecified)	-23.8	9.3
84	CCCC(C)NC(=O)c1ccc(CN2CCOCC2)cc1 (stereo unspecified)	-25.4	11.2
85	Cc1ccc(Cl)cc1N(CC(=O)N1CCC(C(N)=O)CC1)S(C)(=O)=O	-41.1	8.1
86	Cc1ccc(Cl)cc1NC(=O)c1ccc2c(c1)CCN2S(C)(=O)=O	-43.1	10.4
87	NS(=O)(=O)c1ccc(CCNC(=O)C2CCCO2)cc1 (stereo unspecified)	-8.1	8.1
88	COc1ccc(NC(=O)Cn2nc(C(F)(F)F)c3c2CCC3)cc1OC	-32.4	13.8
89	CSCCC(C(=O)O)N1C(=O)/C(=C2/C(=O)N(C(C)=O)c3ccccc32)SC1=S (stereo unspecified)	-15.0	6.7
90	Cc1cc(O)cc(=O)o1	1.8	11.3
91	CC(=O)NC1CCN(CC(=O)Nc2nccs2)CC1	15.5	6.9
92	O=C(NC1(c2ccccc2F)CCCC1)c1cc(-c2ccccn2)n[nH]1	-74.3	4.3
93	Cc1ccc(Cc2cnc(NC(=O)CSc3ncccn3)s2)cc1	-8.0	7.3
94	NC(=O)CN1CCC2(CC1)CC(=O)c1cc(Cl)ccc1O2	-50.9	9.9
95	COC(=O)c1c(NC(=O)C(C)C)sc(C(=O)Nc2cccc(C)c2C)c1C	4.6	9.1
96	COc1ccc(NC(=O)N2CCCC2C(=O)Nc2ccc(C)c(F)c2)cc1 (stereo unspecified)	4.4	8.2
97	CCC(C)(C)n1nnnc1C(c1cc2ccc(C)cc2[nH]c1=O)N1CCCc2ccccc21 (stereo unspecified)	34.8	8.9
98	CC1Cc2cc(C(O)CN3CCOCC3)ccc2N1S(C)(=O)=O (stereo unspecified)	-29.0	4.2
99	Cc1cccc2cc(CN(Cc3nnnn3CCc3ccccc3)C3CCCC3)c(=O)[nH]c12	50.6	8.3
100	Cc1ccc(CN(CCCN2CCOCC2)Cc2cnc(C)n2C)o1	13.7	2.1
101	CCCn1nnnc1SCC(=O)c1cc(OC)ccc1OC	10.3	7.7
102	COCCNC(=O)CCSc1nc(-c2ccco2)cc(C(F)(F)F)n1	-21.3	7.5
103	O=C(CN1CCCCCC1)Nc1ccc2ccccc2c1	-78.4	11.6
104	CCCn1c(=N)c(C(=O)NC2CCCC2)cc2c(=O)n3cc(C)ccc3nc21	-17.1	7.7
105	Cc1ccc(S(=O)(=O)NCC(=O)N(CC(=O)NC(C)(C)C)Cc2ccco2)cc1	7.1	18.8
106	CCOC1CC(C2C(C#N)=C(N)Oc3cc(C)oc(=O)c32)=CC=C1OC(C)C (stereo unspecified)	4.2	11.8
107	Cc1cc(C)n(C(=O)CCCC(=O)O)n1	0.0	9.8
108	COCCCn1c(SCC(=O)Nc2cccc(C)c2C)nc2ccccc2c1=O	48.5	5.3
109	Cc1ccc(S(=O)(=O)Nc2nc(C)cc(NNC(=S)S)n2)cc1	6.0	19.7
110	Cc1ccc(C2C3=C(CCCC3=O)N(C)C3=C2C(=O)CCC3)cc1	17.8	9.4
111	CCOc1ccc(NC(=S)N(Cc2cc3cc(C)c(C)cc3[nH]c2=O)C2CCCC2)cc1	6.6	16.6
112	Cc1cccc2cc(CN(Cc3ccc4c(c3)OCO4)Cc3nnnn3C3CCCCC3)c(=O)[nH]c12	68.0*	14.5
113	Cc1ccc(C(c2nnnn2C2CCCC2)N(C)C2CCCCC2)cc1 (stereo unspecified)	12.4	16.0
114	Cc1cc(OCC(=O)Nc2ccccc2N2CCN(S(C)(=O)=O)CC2)ccc1Cl	-44.1	5.8
115	CS(=O)(=O)N(CC(=O)NCc1ccccn1)c1cccc(Cl)c1	-25.0	8.7
